# Screening data deposited in PubChem by several laboratories.
# Rev-erbA mod = modulators of Rev-erb alpha DNA binding, primary screen, biochemical, FITC-DNA, fluorescence polarization, uHTS | Nuclear receptor subfamily 1 group D member 1 (Homo sapiens), P20393 | Rev-erbα–FITC-DNA binding, 90 min | activity, % at 10 µM | 370,000 compounds, 0.79% hits;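 active = activity above about 14%, limit read from the data; passing the limit was not always enough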;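 note: 0% = DMSO wells with 35 nM protein and 100% = DMSO wells with 750 nM protein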
# PLC-beta3 inh = human PLC-beta3 inhibitors, primary screen, biochemical, fluorescence | inhibition, % at 12.2 µM | Purified PLC-beta3, fluorogenic substrate | AID 720704, 2013 | 370,000 compounds, 0.18% hits; in the data active = inhibition above about 11%;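 note: 0% = median of compound wells on plate and 100% = full blocker control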
# MBD2 DNA inh = inhibitors of MBD2 binding to methylated DNA, primary screen, biochemical, TR-FRET, DNA-binding domain, human; inhibition, % at 4.4 µM; 370,000 compounds, 0.31% hits; MBD2 binding to methylated oligonucleotide; Methyl-CpG-binding domain protein 2 (Homo sapiens), Q9UBB5; in the data active = inhibition above about 13%
# Target sequence (Q9UBB5 whole entry, looked up, the tested form may be a part): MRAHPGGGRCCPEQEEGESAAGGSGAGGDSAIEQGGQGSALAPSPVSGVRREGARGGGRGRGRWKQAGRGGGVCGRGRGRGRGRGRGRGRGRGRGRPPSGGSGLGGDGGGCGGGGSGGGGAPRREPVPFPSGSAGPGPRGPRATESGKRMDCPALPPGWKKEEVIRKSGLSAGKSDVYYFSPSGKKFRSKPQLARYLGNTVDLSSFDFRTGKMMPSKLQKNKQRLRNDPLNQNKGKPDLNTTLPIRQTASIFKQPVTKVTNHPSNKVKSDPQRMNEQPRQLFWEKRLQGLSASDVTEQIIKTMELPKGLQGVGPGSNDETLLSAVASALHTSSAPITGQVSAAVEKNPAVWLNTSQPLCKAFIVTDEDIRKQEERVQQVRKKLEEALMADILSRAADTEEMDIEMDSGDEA
# ADAM17 inh = ADAM17 inhibitors, primary screen, biochemical, QFRET | recombinant ADAM17, EDANS/DABCYL FRET peptide cleavage | inhibition, % at 6.95 µM | 370,000 compounds, 0.83% hits | Disintegrin and metalloproteinase domain-containing protein 17 (Homo sapiens), P78536;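 active = inhibition above the mean of compounds lying between control limits plus 3 SD, set per campaign, cut at about 8.5% in these data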;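 note: 0% = DMSO-only wells as the low control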
# hgDAF12 agonist = H. glycines DAF-12 receptor agonists, primary screen, cell-based, luminescence, HEK293, GAL4 fusion, UAS-luciferase | activation, % at 6.8 µM | HEK293 GAL4-hgDAF12 UAS-luciferase reporter, agonist luminescence; normalized to butyrate control | 370,000 compounds, 1.8% hits | Nuclear hormone receptor DAF-12 (Heterodera glycines), GAL4 fusion | AID 687014, 2013;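 active = activation above a cutoff set at the mean of all screened compounds plus 3 SD, cut at about 10% in these data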;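 note: 0% = DMSO wells and 100% = sodium butyrate wells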
# SMARCA2 activ = SMARCA2 (BRM) function activators, primary screen, cell-based, luminescence, high throughput. MG213 cells, MMTV-luciferase reporter, dexamethasone, overnight. activation, % at 9.1 µM. 370,000 compounds, 1% hits; in the data active = activation above about 7.8%;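 note: 0% = vehicle wells and 100% = reference activator wells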
# DAX1 inh-1 = DAX1 (NR0B1) inhibitors on StAR promoter, primary screen, cell-based, luminescence, SF-1 (NR5A1), full-length DAX-1; HEK293T StAR-luciferase reporter, SF-1/DAX-1 repression relief; inhibition, % at 6.8 µM; 370,000 compounds, 1.1% hits; AID 652010, 2013;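 active = inhibition above the mean over all tested compounds plus 3 SD, cut at about 3.6% in these data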;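 note: 0% = DAX-1 cells with DMSO and 100% = cells lacking DAX-1 with DMSO; higher inhibition means more luminescence from relief of DAX-1 repression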
# PLC-gamma1 inh = PLC-gamma1 enzyme inhibitors, primary screen, biochemical, fluorescence, purified enzyme; fluorogenic substrate; 370,000 compounds, 0.84% hits; inhibition, % at 12.2 µM; AID 720700, 2013; in the data active = inhibition above about 9.5%
# hcDAF12 agonist = H. contortus DAF-12 nuclear receptor activators, primary screen, cell-based, luminescence, HEK293, lit1-tk-luc reporter. HEK293 hcDAF-12 lit1-tk-luc reporter; 0% DMSO, 100% Δ7-dafachronic acid. activation, % at 6.8 µM. 370,000 compounds, 1.4% hits;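 active = activation above the mean of all tested compounds plus 3 SD, cut at about 5.5% in these data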;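 note: 100% = response to 3 µM Δ7-dafachronic acid high control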
# ssDAF12 agonist = S. stercoralis DAF-12 nuclear receptor activators, primary screen, cell-based, luminescence, HEK293, GRIP1 co-expression, lit1-tk-luc | AID 652126, 2013 | Nuclear hormone receptor DAF-12 (Strongyloides stercoralis) | HEK293 ssDAF-12/GRIP1 lit1-tk-luc reporter; % of 3 µM dafachronic acid response | activation, % at 6.8 µM | 370,000 compounds, 1% hits;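 active = activation above the mean over all tested compounds plus 3 SD, cut at about 0.9% in these data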;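 note: 0% = DMSO-only wells and 100% = 3 µM delta7-dafachronic acid wells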
# DAX1 inh-2 = DAX1 (NR0B1) inhibitors, primary screen, cell-based, HEK293, Gal4-DAX1, luciferase luminescence; 340,000 compounds, 0.99% hits; Nuclear receptor subfamily 0 group B member 1 (Homo sapiens), P51843; inhibition, % at 6.75 µM; HEK293 Gal4-DAX1 luciferase reporter; AID 504766, 2011;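 active = inhibition above the mean over all tested compounds plus 3 SD, cut at about 4.2% in these data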;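 note: 0% = DAX1-transfected cells with DMSO and 100% = empty-vector control cells with DMSO; inhibition shows as a rise in luminescence from relieved DAX1 repression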
# Target sequence (P51843 207-470 limits assumed): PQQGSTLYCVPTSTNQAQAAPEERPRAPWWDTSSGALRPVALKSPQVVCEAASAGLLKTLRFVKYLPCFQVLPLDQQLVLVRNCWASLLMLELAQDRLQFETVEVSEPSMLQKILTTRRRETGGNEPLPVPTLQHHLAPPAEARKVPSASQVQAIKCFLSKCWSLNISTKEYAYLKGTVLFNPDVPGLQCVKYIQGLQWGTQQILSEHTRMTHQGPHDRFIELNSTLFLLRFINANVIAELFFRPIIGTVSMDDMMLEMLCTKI
# An asterisk follows results filed as active; nt = not tested or not shown.
SMILES,Rev-erbA mod,PLC-beta3 inh,MBD2 DNA inh,ADAM17 inh,hgDAF12 agonist,SMARCA2 activ,DAX1 inh-1,PLC-gamma1 inh,hcDAF12 agonist,ssDAF12 agonist,DAX1 inh-2
CC(=O)OCC(=O)[C@@]1(O)[C@H](C)C[C@H]2[C@@H]3CCC4=CC(=O)C=C[C@]4(C)[C@@]3(F)[C@@H](O)C[C@@]21C,9,4,-2,4,0.9,-5,1.6,9,-0.7,-1.4,0.0
CC(C)c1ccc(C2NC(=O)CCC2[N+](=O)[O-])cc1 (stereo not given),-7,6,1,6,-3.0,-1,-4.6,5,-2.1,-0.9,-0.9
COC(=O)c1ccc(SCC(=O)NC2CCCCC2)c([N+](=O)[O-])c1,-7,2,-3,-2,0.1,0,-0.4,3,-0.5,-1.0,-0.5
Cc1onc(-c2c(F)cccc2Cl)c1C(=O)OCC(=O)NC(c1ccccc1)c1ccccc1,0,7,5,4,-1.3,-3,-0.3,3,0.1,-1.5,-0.8
CC(=O)c1cc2c(cc1NC(=O)CSc1nc3ccccc3o1)OCO2,-2,-14,-3,-4,-0.1,1,0.2,2,1.7,-1.2,-0.4
Cn1c(NC(=O)COc2ccccc2)cc(=O)n(C)c1=O,-2,3,-2,-1,1.3,3,-0.4,3,5.5,-1.0,-1.2
C=CCN1C(=O)C(O)(CC(=O)c2ccc(OC)cc2OC)c2cc(Br)ccc21 (stereo not given),-3,6,-4,1,0.5,0,-0.2,2,0.7,-0.8,-1.1
O=C1N(c2ccccc2)C2CS(=O)(=O)CC2N1c1ccc(Br)cc1 (stereo not given),1,0,6,-1,-3.9,-5,0.3,-2,-0.9,-1.4,0.1
Cc1nn(CC(=O)NC(=O)c2ccccc2)c(C)c1[N+](=O)[O-],0,-11,4,-6,0.8,-2,1.4,-4,2.1,0.1,0.8
O=C(/C=C(\Nc1cc(Cl)c(F)c(Cl)c1)c1ccccc1)c1ccccc1,-5,-4,-3,-2,0.9,-4,0.4,-1,2.4,-0.8,nt
CN(CC(=O)NCCCc1ccccc1)S(=O)(=O)c1ccc(Br)cc1,2,-4,-5,0,-0.5,-1,-0.4,0,-1.4,-1.7,0.7
CCOC(=O)C(NC(=O)c1ccccc1Cl)(Nc1ccc(C(F)(F)F)cc1)C(F)(F)F (stereo not given),2,3,4,-2,2.5,-3,0.6,4,-1.0,-1.5,1.7
Cc1ccc(S(=O)(=O)Nc2ccccc2)cc1[N+](=O)[O-],4,1,0,-3,-1.9,4,0.2,1,-1.5,-1.0,2.6
C=CCNc1nc2c3ccccc3n(C(C)=O)c2s1,0,-1,-8,-2,-1.2,-1,-0.5,-3,3.9,-0.4,-1.3
COc1cc(NC(=O)c2ccccn2)ccc1NC(=O)c1ccccc1Cl,-5,-15,5,6,7.3,nt,nt,-3,2.1,-1.9,nt
Cc1ccccc1NC(=O)c1sc(Cl)nc1-c1ccccc1,-2,-4,-3,-4,2.8,1,-0.3,-4,-1.6,-1.1,0.7
C=C(C)C(=O)Nc1cccc(C2=NOC3(C2)C[C@H](C(N)=O)N(C(=O)c2ccccc2)C3)c1 (stereo not given in full),-18,1,9,-1,0.0,2,-0.3,-1,-0.9,-1.1,0.3
C/C(=N\NC(=O)c1cc2ccccc2cc1O)c1cc2ccccc2o1,0,-134,2,-3,1.0,-3,0.0,-75,2.3,0.6,2.6
O=C(NC1CCCCCC1)C1c2ccccc2C(=O)N1Cc1cccnc1 (stereo not given),-2,0,-2,-5,-0.4,-3,0.3,0,0.5,-0.4,0.3
C=CC[C@@H](CC(=O)N[C@H](CO)Cc1ccccc1)C(=O)N[C@@H](C)COC(=O)[C@@H](CC=C)Cc1ccc(F)cc1,6,2,0,1,-2.8,-2,-1.4,5,-3.1,-1.4,-2.3
COc1ccc(C(=O)Nc2ccccc2C(=O)NC(C(=O)NCc2ccco2)C(C)C)cc1 (stereo not given),15,1,1,-1,0.0,3,-0.3,1,0.2,-1.1,1.0
COc1ccc(CNC(=O)c2cccnc2Sc2ccc(C)c(C)c2)cc1,0,-4,3,-1,2.0,0,-0.6,3,-2.8,-1.2,-1.3
CCOc1ccc(-n2cnc3c(=O)[nH]c(N)nc32)cc1,1,-2,-6,-3,-0.2,0,-0.6,1,-0.5,-1.1,0.0
Cc1ccc(C2SCCN2C(=O)c2ccc([N+](=O)[O-])cc2)cc1 (stereo not given),4,-2,-1,-3,-2.6,-1,-0.1,1,0.2,-1.9,0.8
Cc1ccc(S(=O)(=O)c2c(C)cc(C)[nH]c2=O)c(C)c1,-3,-3,1,-2,2.7,0,-0.3,-1,0.5,-0.3,-0.9

# The list goes on, overlapping the part above by 6 compounds.
SMILES,Rev-erbA mod,PLC-beta3 inh,MBD2 DNA inh,ADAM17 inh,hgDAF12 agonist,SMARCA2 activ,DAX1 inh-1,PLC-gamma1 inh,hcDAF12 agonist,ssDAF12 agonist,DAX1 inh-2
C=CC[C@@H](CC(=O)N[C@H](CO)Cc1ccccc1)C(=O)N[C@@H](C)COC(=O)[C@@H](CC=C)Cc1ccc(F)cc1,6,2,0,1,-2.8,-2,-1.4,5,-3.1,-1.4,-2.3
COc1ccc(C(=O)Nc2ccccc2C(=O)NC(C(=O)NCc2ccco2)C(C)C)cc1 (stereo not given),15,1,1,-1,0.0,3,-0.3,1,0.2,-1.1,1.0
COc1ccc(CNC(=O)c2cccnc2Sc2ccc(C)c(C)c2)cc1,0,-4,3,-1,2.0,0,-0.6,3,-2.8,-1.2,-1.3
CCOc1ccc(-n2cnc3c(=O)[nH]c(N)nc32)cc1,1,-2,-6,-3,-0.2,0,-0.6,1,-0.5,-1.1,0.0
Cc1ccc(C2SCCN2C(=O)c2ccc([N+](=O)[O-])cc2)cc1 (stereo not given),4,-2,-1,-3,-2.6,-1,-0.1,1,0.2,-1.9,0.8
Cc1ccc(S(=O)(=O)c2c(C)cc(C)[nH]c2=O)c(C)c1,-3,-3,1,-2,2.7,0,-0.3,-1,0.5,-0.3,-0.9
CC(=O)c1cccc(NC(=S)NCCC2=CCCCC2)c1,3,0,4,2,1.6,1,-1.4,5,-1.8,-1.5,-1.2
CCOC(=O)C1=NNC2(c3ccc(Cl)cc3)C(=O)N(c3ccc(C)cc3)C(=O)C12 (stereo not given),-2,6,4,1,0.8,1,0.4,1,-0.8,-1.4,-0.6
COc1ccccc1N1CCN(C2CCCN(S(=O)(=O)c3ccccc3)C2)CC1 (stereo not given),1,-6,-3,6,-1.4,-2,-2.5,2,-1.5,-1.5,0.1
Cc1cccc(S(=O)(=O)C(C#N)c2nc3ccccc3nc2N2CCCC2)c1 (stereo not given),0,-222,-6,-207,-2.7,-6,0.5,-195,2.1,-1.2,-0.1
COCCn1c(=NC(=O)c2ccc3c(c2)OCCO3)sc2cc(S(N)(=O)=O)ccc21,29*,-450,-4,-252,-8.8,-3,-2.1,-360,-3.0,-2.2,-3.3
O=C(O)C1CC(=O)N(Cc2cccnc2)C1 (stereo not given),0,1,4,-3,-3.7,-2,-0.5,-2,1.0,-0.8,-1.6
CCCCn1nnnc1C(c1ccnc2ccccc12)N1CCN(C/C=C/c2ccccc2)CC1 (stereo not given),0,0,0,3,-0.2,-5,0.8,4,-0.8,-0.9,nt
Cc1ccc(N2C(=O)C3CCCN3C2=S)cc1C (stereo not given),-5,-3,1,2,1.0,2,0.2,1,-1.4,-0.9,-1.7
COc1cc(CNCCN2CCOCC2)ccc1OCC(=O)NC(C)(C)C,0,-5,-3,-2,-0.2,4,0.1,3,-1.1,-1.6,0.4
C=CC(C)(C)O[C@@H]1O[C@H](CO)[C@@H](O)[C@H](O)[C@H]1O,-1,2,-1,-1,-3.6,0,0.2,1,-0.4,-1.4,1.6
Cc1ccc(C(=O)NCC(=O)OCCCn2c(=O)[nH]c3ccccc32)cc1,3,-4,1,-2,-0.1,1,-0.1,-2,-0.4,-1.1,-1.8
CC(C)Oc1ccccc1OCCCCn1cnc2ccccc2c1=O,1,4,1,-2,-2.3,0,-0.1,1,1.5,-1.5,-1.0
CCOC(=O)N1CCN(S(=O)(=O)N2CCCC(C(=O)NCc3ccccc3Cl)C2)CC1 (stereo not given),-2,-5,1,-2,0.9,-2,-1.8,4,-1.5,-1.1,0.7
CN(CC(=O)Nc1ccccc1Cl)C(=O)COC(=O)c1cnccn1,3,-5,-4,-1,0.2,-2,0.5,0,-1.5,-1.3,1.3
O=C(COC(=O)Cc1ccc(F)cc1)NC1CCCCCC1,2,2,1,4,0.7,5,-0.2,5,-0.1,-1.0,0.2
CCCOc1ccc(OC(=O)c2ccc(Br)o2)cc1,1,2,3,-2,0.3,0,-0.6,2,-0.9,-1.6,1.0
O=C(CSc1nnc(COc2ccc(Cl)cc2)o1)N(c1ccccc1)C1CCS(=O)(=O)C1 (stereo not given),-5,-1,1,4,-1.1,-4,-2.9,2,-3.3,-2.2,-2.2
CSCCC(=O)NC1CCCN(CCc2ccccc2)C1 (stereo not given),2,-2,-2,1,-0.5,-3,0.3,0,0.3,-0.8,-1.8
CN1CCc2c(sc3nc(SCC(=O)NCc4ccco4)n(-c4ccccc4)c(=O)c23)C1,3,-137,2,-109,7.6,2,-0.6,-80,1.7,-0.7,1.3
Cc1ccccc1-c1nc(CN2CCC(C(=O)NC3CCN(Cc4ccccc4)CC3)CC2)c(C)o1,-3,-2,3,0,0.4,-1,-0.5,2,-0.6,-1.3,-0.7
Cc1ccc(OC(=O)COc2ccccc2C)c(-n2nc3ccccc3n2)c1,-1,1,3,-1,9.6,4,3.1,1,6.2*,-0.2,1.4
CCCC1(CCC)NC(=O)N(CC(=O)c2cc(C)n(-c3ccc4c(c3)OCO4)c2C)C1=O,-3,-5,-2,0,1.7,-2,0.8,-1,2.5,-1.1,2.1

# Compound profiles, from the list above. Values in the order: Rev-erbA mod	PLC-beta3 inh	MBD2 DNA inh	ADAM17 inh	hgDAF12 agonist	SMARCA2 activ	DAX1 inh-1	PLC-gamma1 inh	hcDAF12 agonist	ssDAF12 agonist	DAX1 inh-2
# Record of `Cc1ccc(OC(=O)COc2ccccc2C)c(-n2nc3ccccc3n2)c1` = -1	1	3	-1	9.6	4	3.1	1	6.2*	-0.2	1.4
# Record of `Cc1ccc(N2C(=O)C3CCCN3C2=S)cc1C` (stereo not given) = -5	-3	1	2	1.0	2	0.2	1	-1.4	-0.9	-1.7
